# DNA FID counter: counter-screen for HCV NS3 helicase inhibitors: DNA intercalator displacement | inhibition, % at 7.9 µM | 290,000 compounds, 0.17% hits | DNA fluorescent intercalator displacement, fluorescence; in the data active means inhibition above about 37%;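 further: 0% = vehicle and 100% = reference compound; higher means more ethidium bromide displaced from hairpin DNA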
# VIM-2 inhibitor: blocks Pseudomonas aeruginosa VIM-2 metallo-beta-lactamase; inhibition, % at 5.6 µM; AID 1527; 290,000 compounds, 0.89% hits; purified VIM-2, nitrocefin hydrolysis, epi-absorbance fluorescence;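 active means inhibition above the mean of all tested compounds plus 3 SD, cutoff set per screening run, cut at about 7.5% in these data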;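 further: red hydrolysis product quenches plate fluorescence so inhibitors raise well fluorescence; 0% = enzyme with DMSO and 100% = DMSO without enzyme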
# GPR7 antag: antagonists of human GPR7 (neuropeptides B/W receptor 1); 290,000 compounds, 1.1% hits; P48145; GPR7-expressing cells, fluorescence antagonist assay; inhibition, % at 4.4 µM; in the data active means inhibition above about 16%, passing the limit was not always enough;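 further: cells stimulated with the agonist NPW; 0% = agonist with vehicle and 100% = vehicle without agonist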
# OXTR ag: agonists of human oxytocin receptor; P30559; activation, % at 3 µM; AID 2435; CHO-OTR cells, Fluo-8 calcium fluorescence; normalized: DMSO 0%, oxytocin 100%; 320,000 compounds, 0.32% hits;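 active means activation above the mean of all tested compounds plus 3 SD, cutoff set per screening run, cut at about 20% in these data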;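 further: peak over basal fluorescence ratio from a 100 s FLIPR kinetic read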
# IMP-1 inh: inhibitors of Pseudomonas aeruginosa IMP-1 metallo-beta-lactamase; purified IMP-1, nitrocefin hydrolysis, epi-absorbance fluorescence; inhibition, % at 5.6 µM; AID 1556; 290,000 compounds, 0.45% hits;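 active means inhibition above the mean plus 3 SD of all compounds in the same screening run, cut at about 4.5% in these data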;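 further: 0% = IMP-1 with DMSO and 100% = DMSO wells lacking enzyme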
#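 System: Purified IMP-1 | Read-out basis: Percent enzyme inhibition | Controls: IMP-1 with DMSO as 0%, enzyme-free DMSO as 100% | Replicates: One well per compound | Doses: 5.6 µM nominal single concentration | Detection: Epi-absorbance fluorescence, 480 nm excitation, 530 nm emission | Incubation: 25 °C, 15 min preincubation, 25 min reaction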
# GalR3 antag: human GalR3 antagonism; HEK293 GalR3-CNG cAMP membrane potential fluorescence; galR3 body fused to GalR1 C-terminus; inhibition, % at 3 µM; AID 651719; 360,000 compounds, 0.44% hits; O60755;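 active means inhibition above the screen-wide average plus 3 SD, cut at about 13% in these data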;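 further: forskolin and galanin both at EC90 stimulate the cells; cAMP rise reported by CNG channel membrane potential dye signal; 0% = forskolin plus galanin with DMSO and 100% = forskolin alone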
# Target sequence (O60755 1-299 limits assumed): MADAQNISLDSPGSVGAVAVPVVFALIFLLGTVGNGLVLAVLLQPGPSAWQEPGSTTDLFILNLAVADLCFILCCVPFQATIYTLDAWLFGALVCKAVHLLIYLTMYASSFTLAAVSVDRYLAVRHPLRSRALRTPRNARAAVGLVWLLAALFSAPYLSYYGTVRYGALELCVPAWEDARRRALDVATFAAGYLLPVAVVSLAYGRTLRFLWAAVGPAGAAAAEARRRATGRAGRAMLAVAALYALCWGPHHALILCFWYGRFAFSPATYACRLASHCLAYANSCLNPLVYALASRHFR
# HCV NS3 hel inh: blocks Hepatitis C virus NS3 helicase unwinding. NS3 helicase DNA unwinding, Cy5 molecular beacon fluorescence. inhibition, % at 10.9 µM. 290,000 compounds, 0.56% hits;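 active means inhibition above the mean of all tested compounds plus 3 SD, set per campaign, cut at about 35% in these data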;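 further: 0% = DMSO wells and 100% = thioflavine S control wells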
#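 System: NS3 helicase fragment of HCV / Schedule: 1 h at 25 °C / Control set: DMSO alone as 0% and 110 µM thioflavine S as 100% / Reagent: Cy5/quencher beacon DNA duplex and ATP to start / Technique: Cy5 fluorescence / Replication: singlicate / Evaluation: % inhibition of end-to-start signal ratio versus controls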
# PHOSPHO1 inh: PHOSPHO1 (human) inhibition | recombinant PHOSPHO1, absorbance phosphatase assay | inhibition, % at 13.3 µM | AID 1565 | 290,000 compounds, 1.1% hits; in the data active means inhibition above about 60%
# Target sequence (Q8TCT1 whole entry, looked up): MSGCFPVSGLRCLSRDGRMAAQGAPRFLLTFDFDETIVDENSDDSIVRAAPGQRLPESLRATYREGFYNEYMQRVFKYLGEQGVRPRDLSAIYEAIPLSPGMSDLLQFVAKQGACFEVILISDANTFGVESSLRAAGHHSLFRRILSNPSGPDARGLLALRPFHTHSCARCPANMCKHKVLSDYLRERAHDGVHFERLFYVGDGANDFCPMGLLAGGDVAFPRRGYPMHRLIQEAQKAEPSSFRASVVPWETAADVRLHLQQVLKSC
# V1R ag counter: V1a receptor agonism, counter-screen for OXTR agonists | P37288 | CHO-V1R cells, Fluo-8 calcium fluorescence, agonist mode; 0% DMSO, 100% 3 nM vasopressin | activation, % at 3 µM | 320,000 compounds, 0.25% hits | AID 2797;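 active means activation above the mean activation of all tested compounds plus 3 SD, per screening run, cut at about 20% in these data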;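 further: signal is peak over basal fluorescence ratio across a 100 second FLIPR read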
# Target sequence (P37288 whole entry, looked up): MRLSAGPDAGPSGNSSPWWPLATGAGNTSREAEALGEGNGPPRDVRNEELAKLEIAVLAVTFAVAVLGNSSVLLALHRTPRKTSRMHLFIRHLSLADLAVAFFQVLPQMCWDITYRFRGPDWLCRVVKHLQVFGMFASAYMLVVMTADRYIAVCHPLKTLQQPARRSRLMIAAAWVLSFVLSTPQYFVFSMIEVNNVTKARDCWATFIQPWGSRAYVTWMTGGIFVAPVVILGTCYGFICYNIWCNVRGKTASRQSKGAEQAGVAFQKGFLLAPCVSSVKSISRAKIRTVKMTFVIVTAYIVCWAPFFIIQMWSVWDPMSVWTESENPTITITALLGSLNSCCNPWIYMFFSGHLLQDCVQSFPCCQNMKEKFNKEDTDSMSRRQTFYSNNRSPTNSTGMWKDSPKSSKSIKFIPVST
# * marks the source's active call; other numbers are inactive results; / = not tested or not shown.
structure,DNA FID counter,VIM-2 inhibitor,GPR7 antag,OXTR ag,IMP-1 inh,GalR3 antag,HCV NS3 hel inh,PHOSPHO1 inh,V1R ag counter
O=C1c2ccccc2C(=O)N1Cc1nc(-c2ccccc2)no1,/,/,/,-0.2,/,-5,/,-45,0.0
CC(C)(C)c1cc[n+](-c2[nH]c(=O)sc2/C=N/N=C(\[O-])c2cccnc2)cc1,-16,-5.0,10,-0.3,-4.8,0,-3,24,1.1
CC(C)C(c1nnnn1Cc1ccc(F)cc1)N1CCN(C2CCCCC2)CC1 (stereo not given),8,-6.0,9,-1.0,-1.7,-4,-1,-3,0.3
Cc1ccc(C(=S)N2CCN(Cc3ccccc3)CC2)cc1,-15,-0.3,-4,-2.5,-0.9,-5,-5,-155,-0.2
COc1ccc(/C=N/NC(=O)c2ccc(COc3ccccc3Cl)o2)cc1,-10,-2.4,-4,-0.7,-1.8,1,-6,-1,1.3
Clc1ccc(CSc2ccc(-c3cccnc3)nn2)cc1,-19,-6.0,10,-1.1,-5.3,-3,2,-26,1.1
CN(C)c1oc(-c2cccs2)nc1C#N,1,3.5,-2,-1.6,-0.9,-1,-7,-1,-0.6
O=C(Nc1ccccc1)c1ccc(CSc2ncccn2)cc1,-1,-4.2,1,-1.1,0.0,-6,10,-14,-1.1
O=C(NCc1ccco1)c1ccc(NS(=O)(=O)c2cccc([N+](=O)[O-])c2)cc1,2,-1.7,-8,0.4,-0.3,-4,-8,-4,-0.5
CCc1cccc(C)c1NC(=O)C1C2CCC(O2)C1C(=O)O (stereo not given),3,-0.8,-14,-0.3,-3.5,3,6,-6,0.2
COc1cc(OC)c(NS(=O)(=O)c2cccc(C(=O)OCC(=O)NCC3CCCO3)c2)cc1Cl (stereo not given),-20,-2.1,0,3.3,-3.9,4,0,12,6.0
Fc1cccc(F)c1CSc1nc2ccccc2[nH]1,-3,-3.4,8,-0.7,-3.5,1,3,-8,1.1
O=C(c1ccccc1Br)N(Cc1ccccc1)c1ccccc1,-31,1.1,-11,-1.2,-0.5,-11,-4,-5,0.1
COc1cccc(CN2CCCC(C(=O)N3CCCCC3)C2)c1 (stereo not given),-2,-4.3,5,-0.3,-2.1,-10,3,48,1.1
O=[N+]([O-])c1cccc(/C=N/n2c(C3CCCCC3)n[nH]c2=S)c1,-4,-2.3,-1,-2.7,-1.4,-4,2,-3,0.1
Cc1c(C(=O)NN)sc(=S)n1C,4,-0.8,11,3.1,-1.6,-2,15,46,1.7
CCc1nnc(NC(=O)C(NC(=O)c2ccccc2Cl)C(C)C)s1 (stereo not given),-15,-2.1,-21,-0.7,-1.8,-4,11,32,-1.5
Cc1cc(C(=O)NCc2cccc(Cl)c2)c2ccccc2n1,-24,-1.9,-9,0.8,-3.5,/,-7,2,-0.2
COc1ccc(/C=C(\NC(=O)c2ccc(OC)cc2)C(=O)NC(CCSC)C(=O)O)cc1 (stereo not given),-36,-5.1,-6,-0.7,-3.5,-1,5,3,-1.1
CN1CCN(Cc2ccc(-c3ccc(Cl)cc3)o2)CC1,16,2.2,-3,3.6,0.6,/,-1,-25,3.7
O=c1c2cccc3c2c(nn1-c1ccccc1)-c1ccccc1-3,-1,-7.8,-15,-2.2,-2.4,-3,8,10,0.0
CN1OC(Cn2cc(C#N)c(=O)n(C)c2=O)CC1c1ccccc1 (stereo not given),-3,-1.0,-3,1.6,-2.0,-8,3,19,0.6
N#CCCNc1c(Cl)cc(Cl)cc1C(=O)O,1,-1.3,-14,-0.3,-2.7,-1,5,-3,1.4
CC(=O)N1c2ccc(S(=O)(=O)N3c4ccccc4CC3C)cc2CC1C (stereo not given),-28,-1.4,1,3.1,-4.5,-3,0,17,4.4
CC(C)(C)OC(=O)Nc1ncnc2c1ncn2C1OC(CO)C2OC(C)(C)OC21 (stereo not given),-11,-1.9,-3,0.0,-2.1,1,-7,33,0.3
NS(=O)(=O)c1ccc(Oc2ccc(S(N)(=O)=O)cc2)cc1,14,-5.3,8,1.6,-4.8,-4,8,62*,0.6
O=S(=O)(c1ccc2ccccc2c1)N1CCC(c2nc(-c3ccncc3)no2)CC1,-4,-2.2,-4,-1.4,2.8,-2,0,-1,1.4
O=C(N/N=C/c1coc2ccccc2c1=O)c1cc2ccccc2o1,-5,0.6,-13,-0.3,-0.9,-4,13,-1,-0.5
CC(C)CNC(=S)N1CCC(NC(=O)C23CC4CC(CC(C4)C2)C3)CC1,-2,-4.0,-11,0.5,2.8,-5,1,-17,1.2
CC(=O)Nc1nonc1-c1nc2ccccc2n1CCC#N,5,-4.9,-13,0.5,-1.1,-4,4,18,0.2
Cc1cc(C)cc(N(CC(=O)NCc2cccnc2)S(C)(=O)=O)c1,1,0.0,-7,-0.5,-0.9,6,4,1,1.4
COc1ccc(/C=C/C(=O)Nc2cccc(S(=O)(=O)NC3=NCCCCC3)c2)cc1,-30,-2.9,-10,4.8,-1.6,-6,15,-117,5.0
Cc1c(N/C(=N/S(=O)(=O)c2cc([N+](=O)[O-])ccc2Cl)c2ccccc2)c(=O)n(-c2ccccc2)n1C,-38,-1.7,-20,0.3,-2.5,-7,-5,-13,-0.2
COc1ccc(/C=N/NC(=O)c2cccnc2)cc1CN1CCOCC1,-7,0.1,-10,0.1,-1.4,-1,3,16,1.6
O=C(C1=C[C@H](c2csc3ccccc23)C[C@H](OCc2ccc(CO)cc2)O1)N1CCN(Cc2ccccc2)CC1,-17,-2.5,-6,-1.0,-1.1,-5,-25,28,0.5
CCOc1ccc(N(CC(=O)N2CCN(c3ccc(F)cc3)CC2)S(=O)(=O)c2c(C)noc2C)cc1,-32,0.6,-4,-2.2,-1.2,1,0,38,0.6
Cn1/c(=N/N=C/c2ccc(N3CCOCC3)cc2)sc2ccccc21,-1,-2.3,-6,-0.3,-3.8,-1,0,-56,-1.2
O=C(NC(=S)NC1CCS(=O)(=O)C1)c1ccccc1Br (stereo not given),-10,-1.5,-14,0.8,-1.9,-3,22,51,1.5
CC(=O)Nc1ccc(CN2CCCC(C(=O)c3ccc(C(F)(F)F)cc3)C2)cc1 (stereo not given),20,0.1,5,1.0,-0.3,-4,-8,18,2.0
O=c1cc(Cl)c2ccccc2n1-c1ccccc1,-13,-3.2,-10,-1.0,-2.8,-9,-2,20,-0.1

# A draw from above in order of formula weight, smallest number first.
structure,DNA FID counter,VIM-2 inhibitor,GPR7 antag,OXTR ag,IMP-1 inh,GalR3 antag,HCV NS3 hel inh,PHOSPHO1 inh,V1R ag counter
Cn1/c(=N/N=C/c2ccc(N3CCOCC3)cc2)sc2ccccc21,-1,-2.3,-6,-0.3,-3.8,-1,0,-56,-1.2
O=C(NC(=S)NC1CCS(=O)(=O)C1)c1ccccc1Br (stereo not given),-10,-1.5,-14,0.8,-1.9,-3,22,51,1.5
O=C(C1=C[C@H](c2csc3ccccc23)C[C@H](OCc2ccc(CO)cc2)O1)N1CCN(Cc2ccccc2)CC1,-17,-2.5,-6,-1.0,-1.1,-5,-25,28,0.5

# Remaining list, next part
structure,DNA FID counter,VIM-2 inhibitor,GPR7 antag,OXTR ag,IMP-1 inh,GalR3 antag,HCV NS3 hel inh,PHOSPHO1 inh,V1R ag counter
CCCCCC1CC1C(=O)N/N=C/c1ccc(N(C)C)cc1 (stereo not given),-16,-4.2,-15,-2.5,-2.8,-1,0,34,-0.3
COc1ccc(C(C)(C)C)cc1NC(=O)COC(=O)c1cc(SC)ccc1Cl,0,-1.7,-11,1.7,-2.5,-3,1,-9,1.5
Cn1c(Cc2c[nH]c3ccccc23)n[nH]c1=S,-3,-2.4,1,1.1,2.0,1,8,89*,1.7
CCC(C)NC(=O)COC(=O)c1oc2ccccc2c1CSc1ccc(Cl)cc1 (stereo not given),-7,-1.6,-11,-0.9,-3.1,-2,4,0,0.6
COc1ccc(/C=N/NC(=O)CC(=O)NCc2cccnc2)cc1[N+](=O)[O-],-3,-1.8,4,0.8,-4.5,1,8,/,2.1
COc1ccc(/C(O)=C2\C(=O)C(=O)N(c3cc(C)on3)C2c2ccc(OC)c(OC)c2)cc1OC (stereo not given),-22,-1.2,-10,0.2,-0.8,-3,-4,41,0.4
O=C(Nc1nccs1)c1cc(-c2ccco2)nc2ccccc12,-8,2.3,-8,-1.9,0.0,-1,18,-7,1.1
Nn1c(SCC(=O)Nc2ccc(F)cc2)nnc1-c1cccnc1,1,-3.0,-3,0.4,-3.9,-5,-1,6,0.9
O=S(=O)(NCCc1ccccc1)c1cccc(S(=O)(=O)N2CCOCC2)c1,-11,-1.6,8,3.9,-3.1,-3,2,0,2.6
O=C(Nc1ccc(C(F)(F)F)cc1)N1CCN(C(=O)c2ccco2)CC1,-18,-0.3,3,1.3,-2.0,-1,-3,37,0.6
O=S(=O)(/C=C/c1ccccc1)N1CCN(c2nc(-c3ccccc3)nc3ccccc23)CC1,-3,-0.3,-11,1.3,0.3,4,-10,2,2.1
Cc1ccc(CN2C(=O)CCC2C(=O)N2CCN(c3ccccc3)CC2)cc1 (stereo not given),-42,-3.7,-5,-0.7,-1.1,-5,4,23,0.3
COc1cccc(-c2cc(C(=O)NCCCN3CCOCC3)no2)c1,-4,-2.6,-10,0.6,-2.9,-7,7,41,1.6
C/C(CCc1ccc2c(c1)OCO2)=N\NC(=O)c1ccccc1Br,-14,-3.2,6,2.1,-3.1,-5,7,24,-0.1
Cc1ccc(S(=O)(=O)C(C#N)=C2N(C)c3ccccc3N2C)cc1,-11,1.1,15,-0.5,0.1,2,3,-1,-0.1
Nc1ccc(C(=O)C(=O)c2ccc(N)cc2)cc1,-5,-1.9,-13,2.0,-2.3,-9,0,7,2.5
Cc1ccc(NC2Sc3ccccc3NC2=O)cc1 (stereo not given),-4,-3.2,-10,-0.9,-3.9,-7,4,6,14
CCn1c(SCC(=O)N2CCCCC2C)nnc1-c1ccco1 (stereo not given),-16,0.1,-3,7.7,-2.0,-8,10,10,-0.4
COc1ccc(OC)c(C(C[N+](=O)[O-])c2c(C)cc3ccccn23)c1 (stereo not given),-13,0.2,5,-0.9,-1.3,-10,3,35,-1.1
CCOC(=O)C1=C(C)NC(=O)C1CC(=O)Nc1ccccc1 (stereo not given),-4,-1.8,-8,-0.1,-2.5,/,1,-23,-1.2
O=[N+]([O-])c1cccc(/C=C/c2nc(C=Nc3ccc4ccccc4c3)c(O)o2)c1,-6,-2.0,-13,0.8,-3.9,-4,3,48,0.2
CCS(=O)(=O)c1ncc(Cl)c(C(=O)Nc2ccccc2OC)n1,6,4.1,1,-2.0,0.2,-2,-14,-13,0.0
O=C(CN(Cc1ccccc1)C1=NCCS1)c1ccccc1,5,-3.5,-3,-2.7,-2.8,0,-11,-7,-0.8
NC(=O)[C@@H]1CCCN1C(=O)c1cc(COc2ccc3c(c2)CCCC3)on1,-43,0.0,-13,/,-1.8,-4,-3,27,/
CCOC(=O)c1c(-c2ccc(C)cc2)csc1NC(=O)CCN1CCOCC1,-9,-1.0,-13,-1.4,-1.0,-6,-20,-9,-0.3
CCOc1ccc(NC(=O)NC2CC(=O)N(c3ccc(OC)cc3)C2)cc1 (stereo not given),-7,-1.7,-2,0.2,-3.3,-5,7,32,0.5
